GRIN3A LBD mod: modulators (binders) of human NR3A ligand-binding domain; NR3A LBD differential scanning fluorimetry, Tm shift; 0% = protein alone, 100% = glycine-bound protein; Tm shift relative to glycine control, % at 25 µM; AID 1259313; hit rate 2.5% among 340,000;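 active means melting temperature shift of at least 10% of the positive control shift, at one fixed dose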
MPTP inh: blocks calcium-induced mitochondrial swelling; isolated mouse mitochondria, Ca2+ swelling absorbance, 30 min; inhibition, % at 10 µM; hit rate 1.4% among 360,000; AID 602449;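 active means inhibition of 50% or more, scaled per plate between neutral and stimulator controls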;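 further: 0% = DMSO wells given calcium and 100% = 1 mM EGTA wells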
SENP1 inh: SENP1 (human) catalytic domain inhibition. inhibition, % at 10 µM. hit rate 0.21% among 360,000. recombinant SENP1 catalytic domain, CyPet-SUMO1-YPet FRET cleavage;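 active means inhibition at least 30% at 10 µM, raw YFP signal under a set limit, fluorescence ratio 0.5 to 1.5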;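 further: 0% = enzyme with DMSO and 100% = no enzyme wells; some results filed as inactive read as strong as hits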
Target sequence (Q9P0U3 419-644 limits assumed): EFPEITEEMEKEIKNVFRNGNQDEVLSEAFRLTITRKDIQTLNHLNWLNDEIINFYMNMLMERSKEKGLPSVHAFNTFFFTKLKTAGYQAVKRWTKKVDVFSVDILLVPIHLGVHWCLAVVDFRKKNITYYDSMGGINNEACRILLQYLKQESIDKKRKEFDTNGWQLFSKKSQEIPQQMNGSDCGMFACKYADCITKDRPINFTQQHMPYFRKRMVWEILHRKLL
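Test system: human SENP1 catalytic domain; medium: Tris pH 8 buffer plus EDTA, NaCl, BME, BSA, NP40, catalase; incubation: 50 min reaction at room temperature; technique: FRET, CFP and YFP emission; controls: no-enzyme low control and enzyme-plus-DMSO high control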
ATG4B inh: ATG4B (human) cysteine protease inhibition; hit rate 0.51% among 340,000; ATG4B cleavage of LC3-PLA2, NBD-HPC fluorescence, 1 h; inhibition, % at 8.33 µM; AID 504462; Q9Y4P1; in the data active means inhibition above about 40%
SENP8 block: blocks human SENP8 cleavage of Nedd8 substrate; AID 602440; inhibition, % at 20 µM; recombinant SENP8, Nedd8 substrate fluorescence; hit rate 0.64% among 360,000; Q96LD8; in the data active means inhibition mostly above about 40%, no sharp cut-off; inactive means mostly below about 27%
Target sequence (Q96LD8 whole entry, looked up): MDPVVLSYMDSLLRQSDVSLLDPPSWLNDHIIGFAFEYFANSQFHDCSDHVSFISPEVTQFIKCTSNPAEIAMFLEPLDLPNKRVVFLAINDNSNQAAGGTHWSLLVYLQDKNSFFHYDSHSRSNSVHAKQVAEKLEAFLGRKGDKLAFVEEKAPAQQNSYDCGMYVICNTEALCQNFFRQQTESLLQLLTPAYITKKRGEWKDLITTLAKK
SENP6 inh: blocks the human protease SENP6; Q9GZR1; Recombinant SENP6 catalytic domain, aminoluciferin luminescence; inhibition, % at 10 µM; hit rate 1.8% among 330,000; AID 2599;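 active means inhibition above about 50% at the single tested dose, limit read from the data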;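 further: plate controls were DMSO wells with enzyme for no effect and DMSO wells lacking enzyme for full effect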
Target sequence (Q9GZR1 628-1112 limits assumed): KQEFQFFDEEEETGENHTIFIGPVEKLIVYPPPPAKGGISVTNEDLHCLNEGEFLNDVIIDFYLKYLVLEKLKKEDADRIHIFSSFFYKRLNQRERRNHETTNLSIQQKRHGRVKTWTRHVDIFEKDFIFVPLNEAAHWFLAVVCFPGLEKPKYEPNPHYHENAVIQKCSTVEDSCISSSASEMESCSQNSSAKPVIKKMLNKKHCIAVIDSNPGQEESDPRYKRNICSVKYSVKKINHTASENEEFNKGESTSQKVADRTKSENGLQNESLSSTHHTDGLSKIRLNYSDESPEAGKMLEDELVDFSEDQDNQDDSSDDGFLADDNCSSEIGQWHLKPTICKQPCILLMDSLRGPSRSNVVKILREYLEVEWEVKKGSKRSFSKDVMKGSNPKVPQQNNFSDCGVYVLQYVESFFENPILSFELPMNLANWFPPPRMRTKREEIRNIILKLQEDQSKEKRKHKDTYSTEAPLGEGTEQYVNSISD
hIAP act: human IAP activation; P09923; activation factor at 10 µM; purified human IAP, CDP-Star luminescence, 30 min; active compounds read high; 1 = vehicle-only enzyme, 0 = enzyme-free background; hit rate 0.16% among 330,000;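 active means activation factor of the enzyme at least 2-fold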; further: the source names both 10 and 20 µM as test concentration; values of inactives mirror those of a sister screen read the other way
PfG6PD inh: PfG6PD (Plasmodium falciparum) enzyme inhibition. PfGluPho enzyme, NADPH resazurin-diaphorase fluorescence. inhibition, % at 20 µM. hit rate 0.78% among 350,000. AID 504690;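 active means inhibition reaching at least a set limit at 20 µM in the primary screen, cut at about 59% in these data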;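 further: 0% = DMSO wells with substrate and 100% = DMSO wells lacking glucose-6-phosphate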
An asterisk follows results filed as active.

Screening O=C1CC(c2ccccc2)c2ccc(O)cc2O1 (configuration not stated) returned GRIN3A LBD mod -2, MPTP inh 0.5, SENP1 inh -1, ATG4B inh 10, SENP8 block 12, SENP6 inh -3, hIAP act 1.1 and PfG6PD inh 14.
Screening C=CCOC(=O)C1=C(C)NC(=O)NC1/C=C/c1ccccc1OC (configuration not stated) returned GRIN3A LBD mod -5, MPTP inh 0.3, SENP1 inh -2, ATG4B inh 4, SENP8 block 3, SENP6 inh -18, hIAP act 1.2 and PfG6PD inh 19.
Screening CCOc1cc(/C=N/NC(=O)CN2CCCCC2)ccc1OCc1ccc(Cl)cc1 returned GRIN3A LBD mod -4, MPTP inh 2.0, SENP1 inh 0, ATG4B inh -6, SENP8 block 22, SENP6 inh 6, hIAP act 0.96 and PfG6PD inh 14.
Cn1cc(S(=O)(=O)c2ccccc2)c(=O)c2cc(F)c(N3CCOCC3)cc21 was read as GRIN3A LBD mod 0, MPTP inh -0.3, SENP1 inh 1, ATG4B inh 3, SENP8 block -354, SENP6 inh 9, hIAP act 0.72 and PfG6PD inh -2.
CCN(CC)c1nc2ccccc2n2cnnc12 was read as GRIN3A LBD mod 0, MPTP inh 1.7, SENP1 inh -1, ATG4B inh -4, SENP8 block -13, SENP6 inh -11, hIAP act 1 and PfG6PD inh -4.
`CCCCOP(=O)(c1ccc(N(C)C)cc1)C(O)c1cc(OC)c(OC)c(OC)c1` (configuration not stated) gave GRIN3A LBD mod 1, MPTP inh 2.8, SENP1 inh 2, ATG4B inh -8, SENP8 block 16, SENP6 inh 1, hIAP act 0.99 and PfG6PD inh 1.
Clc1ccc(OCCn2ccnc2)cc1Cl was read as GRIN3A LBD mod 1, MPTP inh 3.3, SENP1 inh 3, ATG4B inh -2, SENP8 block 8, SENP6 inh -2, hIAP act 1.2 and PfG6PD inh 0.
`COc1ccc2c(C)cc(=S)[nH]c2c1` gave GRIN3A LBD mod 5, MPTP inh 0.1, SENP1 inh -2, ATG4B inh -7, SENP8 block -40, SENP6 inh 2, hIAP act 0.81 and PfG6PD inh 36.
For COc1ccccc1-n1ccnc(SCC(=O)NCc2ccccc2Cl)c1=O the results were GRIN3A LBD mod 2, MPTP inh -0.3, SENP1 inh 5, ATG4B inh 8, SENP8 block inactive, SENP6 inh -12, hIAP act 1.3 and PfG6PD inh -1.
Screening COc1ccc(Cl)cc1/C=N/NC(=O)c1c(-c2ccccc2)noc1C returned GRIN3A LBD mod -2, MPTP inh 2.2, SENP1 inh -19, ATG4B inh -11, SENP8 block -17, SENP6 inh -5, hIAP act 1.1 and PfG6PD inh 127*.
Screening COc1cc(-c2noc(CCCC(=O)Nc3cccnc3)n2)cc(OC)c1OC returned GRIN3A LBD mod -1, MPTP inh 1.7, SENP1 inh 1, ATG4B inh -10, SENP8 block 17, SENP6 inh 4, hIAP act 1.3 and PfG6PD inh 7.
Screening COc1ccc(CCn2c(-c3ccc(OC)cc3)nc3c(c(=O)c4ccccc4n3C)c2=O)cc1 returned GRIN3A LBD mod -3, MPTP inh 5.9, SENP1 inh 0, ATG4B inh 4, SENP8 block 1, SENP6 inh -19, hIAP act 0.86 and PfG6PD inh -4.
For Cc1nnc(NC(=O)CSc2nnc(-c3ccoc3C)n2CC(C)C)s1 the results were GRIN3A LBD mod 0, MPTP inh 2.0, SENP1 inh 0, ATG4B inh -5, SENP8 block 23, SENP6 inh -8, hIAP act 1 and PfG6PD inh -8.
Screening OC(COc1ccc(C2C=CCC2)cc1)CN1CCCCC1 (configuration not stated) returned GRIN3A LBD mod 1, MPTP inh 1.6, SENP1 inh 1, ATG4B inh 8, SENP8 block 12, SENP6 inh -5, hIAP act 1.2 and PfG6PD inh 7.
CCOc1ccc(S(=O)(=O)N2CCN(C)CC2)c(C)c1C was read as GRIN3A LBD mod 0, MPTP inh 0.7, SENP1 inh -2, ATG4B inh -3, SENP8 block 12, SENP6 inh 15, hIAP act 1.1 and PfG6PD inh -20.
For Cc1sc2ncnc(OCC(=O)NC3CCS(=O)(=O)C3)c2c1C (configuration not stated) the results were GRIN3A LBD mod 5, MPTP inh 1.8, SENP1 inh 2, ATG4B inh 6, SENP8 block 20, SENP6 inh 11, hIAP act 0.99 and PfG6PD inh -6.
For Cc1nccn1-c1c2c(c(C#N)c3nc4ccccc4n13)CCC2 the results were GRIN3A LBD mod -1, ATG4B inh 0, SENP6 inh 5, hIAP act 1.1 and PfG6PD inh 10.
COc1ccc(Cn2nnnc2C(c2ccc(C)cc2)N2CCN(C3CCCC3)CC2)cc1 (configuration not stated) was read as GRIN3A LBD mod -2, MPTP inh 77*, SENP1 inh 2, ATG4B inh -2, SENP8 block 24, SENP6 inh 2, hIAP act 1.1 and PfG6PD inh -2.
`CCC(NC(=O)NCc1cccnc1)(C(F)(F)F)C(F)(F)F` gave GRIN3A LBD mod 0, MPTP inh 1.8, SENP1 inh -1, ATG4B inh 1, SENP8 block 23, SENP6 inh -19, hIAP act 1.6 and PfG6PD inh -9.
COc1cc(-c2nc(-c3ccccn3)no2)cc(OC)c1OC was read as GRIN3A LBD mod -2, MPTP inh -1.5, SENP1 inh -1, ATG4B inh -7, SENP8 block -5, SENP6 inh -6, hIAP act 1.2 and PfG6PD inh -12.

Gathered by group: the entries above with four or more nitrogen atoms (5)
CCN(CC)c1nc2ccccc2n2cnnc12 was read as GRIN3A LBD mod 0, MPTP inh 1.7, SENP1 inh -1, ATG4B inh -4, SENP8 block -13, SENP6 inh -11, hIAP act 1 and PfG6PD inh -4.
Screening COc1cc(-c2noc(CCCC(=O)Nc3cccnc3)n2)cc(OC)c1OC returned GRIN3A LBD mod -1, MPTP inh 1.7, SENP1 inh 1, ATG4B inh -10, SENP8 block 17, SENP6 inh 4, hIAP act 1.3 and PfG6PD inh 7.
For Cc1nnc(NC(=O)CSc2nnc(-c3ccoc3C)n2CC(C)C)s1 the results were GRIN3A LBD mod 0, MPTP inh 2.0, SENP1 inh 0, ATG4B inh -5, SENP8 block 23, SENP6 inh -8, hIAP act 1 and PfG6PD inh -8.
For Cc1nccn1-c1c2c(c(C#N)c3nc4ccccc4n13)CCC2 the results were GRIN3A LBD mod -1, ATG4B inh 0, SENP6 inh 5, hIAP act 1.1 and PfG6PD inh 10.
COc1ccc(Cn2nnnc2C(c2ccc(C)cc2)N2CCN(C3CCCC3)CC2)cc1 (configuration not stated) was read as GRIN3A LBD mod -2, MPTP inh 77*, SENP1 inh 2, ATG4B inh -2, SENP8 block 24, SENP6 inh 2, hIAP act 1.1 and PfG6PD inh -2.

New compounds follow.
Cc1cnc(C(=O)Oc2cccc(Cl)c2Cl)cn1 was read as GRIN3A LBD mod -1, MPTP inh 0.3, SENP1 inh 1, ATG4B inh 0, SENP8 block 14, SENP6 inh -2, hIAP act 1 and PfG6PD inh -6.
`CC(C)(CN1CCc2ccccc2C1)NS(=O)(=O)c1ccc(Cl)cc1` gave GRIN3A LBD mod 0, MPTP inh 1.6, SENP1 inh 0, ATG4B inh -1, SENP8 block 4, SENP6 inh -10, hIAP act 1.1 and PfG6PD inh -3.
For COc1ccccc1C1CN=NC12CCCc1ccccc1C2=O (configuration not stated) the results were GRIN3A LBD mod -1, MPTP inh -2.6, SENP1 inh -1, ATG4B inh 1, SENP8 block 27, SENP6 inh -4, hIAP act 1.2 and PfG6PD inh -21.
Screening O=C(Oc1c(Br)cc(C(=S)N2CCOCC2)cc1Br)c1ccc(Cl)cc1 returned GRIN3A LBD mod 1, MPTP inh 1.0, SENP1 inh 3, ATG4B inh 2, SENP8 block 35, SENP6 inh 30, hIAP act 0.88 and PfG6PD inh 67*.
Screening CCc1cc2ccc(OC)cc2nc1SCC(=O)N1CCN(C(=O)c2ccco2)CC1 returned GRIN3A LBD mod -2, MPTP inh 1.8, SENP1 inh 2, ATG4B inh -19, SENP8 block -13, SENP6 inh 12, hIAP act 1.1 and PfG6PD inh 9.
`Nc1nnc(CSCc2ccccc2)s1` gave GRIN3A LBD mod 0, MPTP inh -1.7, SENP1 inh 3, ATG4B inh -6, SENP8 block 19, SENP6 inh 5, hIAP act 1.1 and PfG6PD inh 3.
Screening COC(=O)C1=C(C)N2C(=O)CSC2=NC1c1ccc2c(c1)OCO2 (configuration not stated) returned GRIN3A LBD mod -2, ATG4B inh 1, SENP6 inh 5, hIAP act 1.1 and PfG6PD inh -10.
COc1cccc(CN2CCC(C(=O)Nc3ccc(Oc4cccnc4)cc3)CC2)c1 was read as GRIN3A LBD mod 2, MPTP inh 2.4, SENP1 inh 0, ATG4B inh 0, SENP8 block 1, SENP6 inh -5, hIAP act 1.2 and PfG6PD inh 17.
`CCCC(=O)NC(=S)N1CCN(c2ccc([N+](=O)[O-])cc2)CC1` gave GRIN3A LBD mod -1, MPTP inh -0.6, SENP1 inh 1, ATG4B inh 34, SENP8 block 18, SENP6 inh -13, hIAP act 1.1 and PfG6PD inh 3.
Cc1ccc(/C=C/C(=O)O)cc1S(=O)(=O)Nc1ccc2c(c1)OCO2 was read as GRIN3A LBD mod -1, MPTP inh 20, SENP1 inh 0, ATG4B inh -9, SENP8 block 2, SENP6 inh 14, hIAP act 0.97 and PfG6PD inh 13.
For COc1ccc(NS(=O)(=O)c2cccc(C(=O)NCC(c3ccco3)N3CCCC3)c2)cc1 (configuration not stated) the results were GRIN3A LBD mod -2, MPTP inh -3.0, SENP1 inh 1, ATG4B inh -2, SENP8 block 5, SENP6 inh 12, hIAP act 0.97 and PfG6PD inh 9.
Screening COc1cc(C(=O)N/N=C(\C)c2ccc3c(c2)OCO3)cc(OC)c1OC returned GRIN3A LBD mod -1, MPTP inh -1.1, SENP1 inh 1, ATG4B inh -10, SENP8 block -2, SENP6 inh 1, hIAP act 0.91 and PfG6PD inh 7.
Screening COc1ccc(-n2c(CCC(=O)O)ccc2-c2ccc(F)cc2)c(OC)c1 returned GRIN3A LBD mod -1, MPTP inh 0.9, SENP1 inh -8, ATG4B inh -9, SENP8 block -17, SENP6 inh -6, hIAP act 1.1 and PfG6PD inh -31.
For Cc1ccc(-c2nc3ncccc3o2)cc1NC(=O)COc1ccccc1 the results were GRIN3A LBD mod -3, MPTP inh -0.5, SENP1 inh 0, ATG4B inh -5, SENP8 block -52, SENP6 inh -8, hIAP act 0.81 and PfG6PD inh -15.
`COc1ccc(CNC(=O)C2CC(C)=CCC2C(=O)O)cc1` (configuration not stated) gave GRIN3A LBD mod -1, MPTP inh 2.0, SENP1 inh 1, ATG4B inh 2, SENP8 block 13, SENP6 inh 11, hIAP act 0.84 and PfG6PD inh -13.
COc1cc(OC)cc(-c2c(C#Cc3ccsc3)c3cc(-c4ccc(OC)cc4F)ccc3n2C)c1 was read as GRIN3A LBD mod 2, MPTP inh -1.0, SENP1 inh -44, ATG4B inh 2, SENP8 block inactive, SENP6 inh -23, hIAP act 1 and PfG6PD inh -14.
CC(NC(=O)Nc1cccnc1)(C(F)(F)F)C(F)(F)F was read as GRIN3A LBD mod -1, MPTP inh 2.5, SENP1 inh 1, ATG4B inh -19, SENP8 block 18, SENP6 inh 7, hIAP act 0.95 and PfG6PD inh -3.
COc1ccc(NC(=S)N2CCOCC2)c(OC)c1 was read as GRIN3A LBD mod -3, MPTP inh 0.5, SENP1 inh 1, ATG4B inh -1, SENP8 block 7, SENP6 inh -2, hIAP act 1 and PfG6PD inh -1.
`CCSC1=NCCN1S(=O)(=O)c1ccc2ccccc2c1` gave GRIN3A LBD mod -3, MPTP inh 0.8, SENP1 inh 1, ATG4B inh -4, SENP8 block 9, SENP6 inh 5, hIAP act 0.96 and PfG6PD inh 21.
For CCc1ccc(NC(=S)Nc2ccc(S(=O)(=O)Nc3ncccn3)cc2)cc1 the results were GRIN3A LBD mod -3, MPTP inh 2.4, SENP1 inh 5, ATG4B inh -3, SENP8 block 19, SENP6 inh -13, hIAP act 1 and PfG6PD inh -8.

Compound activity: PubChem, Sanford-Burnham Center for Chemical Genomics
